# Pf growth 96h: Primary qHTS for delayed death inhibitors of the malarial parasite plastid, 96 hour incubation; P. falciparum luciferase reporter growth, 96 h; Potency, µM (top dose mostly 28.7 µM), for inactives: at the top dose activity change, negative = inhibition, hits mostly inhibitors; 6.9% of 320,000 active; AID 504834, 2011; also: potency is read from the fitted curve at half-maximal effect; % is scaled to controls: 0 for no effect and ±100 for the full control effect
#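 Erythrocytes infected with luciferase-expressing P. falciparum were dispensed at 2% hematocrit and 0.05% parasitemia (final), then incubated with compounds 96 hours at 37 C in 5% CO2. Luminescence after detection reagent addition reported growth.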
# HCV inh: qHTS Assay for Inhibitors of Hepatitis C Virus (HCV); Potency, µM (highest dose often 41.8 µM), inactives show top-dose activity change, negative = inhibition, hits mostly inhibitors; Huh7.5.1 HCVcc-Cre infection, luciferase reporter, 44 h; 3.4% of 340,000 active; also: potency is read from the fitted curve at half-maximal effect; % is scaled to controls: 0 for no effect and ±100 for the full control effect
#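 Infectious HCV cell culture screen: compound-treated cells (1,000/well, pre-plated 4 h) are infected with HCVcc-Cre at roughly 0.5 moi and grown 44 h. Infection is quantified by luciferase signal after 15 min substrate incubation at room temperature.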
# Pf growth 48h: Primary qHTS for delayed death inhibitors of the malarial parasite plastid, 48 hour incubation; P. falciparum luciferase growth in erythrocytes, 48 h; Potency, µM (series often up to 28.7 µM), for inactives: at the top dose activity change, negative = inhibition, most hits filed as inhibitors; 5.9% of 310,000 active; AID 504832, 2011; also: potency is read from the fitted curve at half-maximal effect; % is scaled to controls: 0 for no effect and ±100 for the full control effect
#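 Erythrocytes infected with P. falciparum carrying an integrated firefly luciferase reporter (2% hematocrit, 0.1% parasitemia final) were exposed to compounds in RPMI 1640 with 0.5% Albumax at 37 C, 5% CO2. Growth inhibition was scored as reduced luminescence.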
# Shiga inhibitor: A qHTS for Small Molecule Inhibitors of Shiga Toxin; 9.2% of 290,000 active; AID 2315, 2010; inhibition, % at 38.7 µM; Vero cells, Shiga toxin protein synthesis inhibition reporter; in the data active = inhibition mostly above about 28%, no sharp cut-off; inactive = mostly below about 43%; also: 0% is about no effect
# Giardia FBPA inh: qHTS Assay for Inhibitors of Fructose-1,6-bisphosphate Aldolase from Giardia Lamblia | purified Giardia FBPA | Potency, µM (highest dose often 59.6 µM), without a hit: at the highest dose activity, negative = inhibition, most hits filed as inhibitors | 0.71% of 290,000 active; also: potency is read from the fitted curve at half-maximal effect; % is scaled to controls: 0 for no effect and ±100 for the full control effect; nearly all actives have a fitted effect of over 55% in size
# Target sequence (A8B2U2 whole entry, looked up): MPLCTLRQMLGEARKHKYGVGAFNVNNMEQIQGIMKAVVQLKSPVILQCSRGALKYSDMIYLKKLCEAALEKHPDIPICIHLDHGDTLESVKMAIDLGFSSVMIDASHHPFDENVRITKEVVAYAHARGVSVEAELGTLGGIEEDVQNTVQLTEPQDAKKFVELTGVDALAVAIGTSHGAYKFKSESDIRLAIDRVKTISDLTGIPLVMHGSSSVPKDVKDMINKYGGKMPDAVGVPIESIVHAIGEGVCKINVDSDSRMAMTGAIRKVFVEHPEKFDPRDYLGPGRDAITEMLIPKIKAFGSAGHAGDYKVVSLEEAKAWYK
#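 40 nM FBPA preincubated 10 min at RT with compound (up to 57.5 uM final), then substrate plus GAPDH/TPI/NAD/arsenate coupling and diaphorase/resazurin added. Fluorescence read after 20 min at RT, 525/598 nm.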
# Cycloheximide cs: Cycloheximide Counterscreen for Small Molecule Inhibitors of Shiga Toxin; 12% of 300,000 active; cell reporter, cycloheximide protein synthesis inhibition counterscreen; max response, %; in the data active = max response mostly above about 13%, no sharp cut-off; inactive = mostly below about 14%; also: read at 38.3 µM for the half of the compounds with a filed dose; 0% is about no effect
# Starred values were filed as active, the others as inactive; ? = inconclusive; . = no result given; & = joins results of further samples; [ ] = another dose, or the depositor's remark. Unless noted, calls follow the shape of the dose curve; as a rule, active = well fitted curve in the direction sought with a large enough effect; inconclusive = small, poorly fitted or top-dose-only effect, or another doubt; inactive = no such curve, though single readings can be large; an effect the other way counts as inactive or inconclusive.
# Keys: A = Pf growth 96h; B = HCV inh; C = Pf growth 48h; D = Shiga inhibitor; E = Giardia FBPA inh; F = Cycloheximide cs
1: O=C1c2ccc3c4c(ccc(c24)C(=O)N1Cc1cccnc1)C(=O)N(Cc1cccnc1)C3=O
  A: ? | B: . | C: . | D: -12 | E: -19% | F: -4

2: N#C/C(=N\Nc1ccccc1[N+](=O)[O-])C(=N)N1CCCCC1
  A: 17% | B: 13% | C: 182%[activator] | D: 67* | E: -17% | F: 31*

3: Cc1nc2c(cnn2-c2ccccc2)c(=O)n1/N=C/c1ccccc1
  A: 13% | B: ? | C: 3% | D: -14 | E: 3% | F: -1

4: CC(Cc1cccs1)NC(=S)Nc1ccc(F)cc1 (stereo unspecified)
  A: 1% | B: -4% | C: -14% | D: 51* | E: 2% | F: 10*

5: CCC1(CC)C(=O)C(C)(C)C(=O)OC1c1ccccn1 (stereo unspecified)
  A: -1%[5.75 µM] | B: -4% | C: 2% | D: -16 | E: 12% | F: -4

6: CCCCNC(=S)Nc1cccc(S(=O)(=O)NC2=NCCC2)c1
  A: -3% | B: 4% | C: 4% | D: . | E: . | F: .

7: CCn1c(SCC(=O)NNC(=O)c2ccc(C)cc2)nnc1C1CC1
  A: ? | B: 28% | C: 20% | D: -2 | E: -3% | F: -2

8: CC(C)C(C(=O)NCC1CCCO1)N(C(=O)CNS(=O)(=O)c1ccc(F)cc1)c1ccccc1 (stereo unspecified)
  A: 5% | B: 13% | C: -29% | D: 5 | E: . | F: 1

9: CCOc1ccc2ccccc2c1C(=O)N1CCOCC1
  A: . | B: 15% | C: 1% | D: -10 | E: 3% | F: 7

10: CSC1=NCCN1C(=O)Cc1ccc(Cl)cc1
  A: ? | B: 17% | C: . | D: 2 | E: 6% | F: -3

11: COCCCNC(=O)c1cccc(NC(=O)c2ccccc2)c1
  A: ? | B: ? | C: 7% | D: -15 | E: 1% | F: 1

12: CC(=O)Nc1ccccc1-c1nc2ccc(C(=O)N3CCN(c4ccccc4)CC3)cc2[nH]c1=O
  A: ? | B: 4%&9% | C: -2% | D: 13 | E: -1% | F: -1

13: CCn1nc(C(=O)NCc2nnc3ccccn23)c2ccccc2c1=O
  A: ? | B: 13% | C: ? | D: . | E: . | F: .

14: O=C(O)CC1(CC(=O)NCc2ccncc2)CCCCC1
  A: ? | B: 7% | C: ? | D: -9 | E: 6% | F: -1

15: COc1ccccc1NC(=O)COc1ccc(C(=O)NC2CCCc3ccccc32)cc1OC (stereo unspecified)
  A: ? | B: ? | C: ? | D: -7 | E: 3% | F: -3

# Sorted by heavy-atom count (falling): some entries from above
# Keys: A = Pf growth 96h; B = HCV inh; C = Pf growth 48h; D = Shiga inhibitor; E = Giardia FBPA inh; F = Cycloheximide cs
12: CC(=O)Nc1ccccc1-c1nc2ccc(C(=O)N3CCN(c4ccccc4)CC3)cc2[nH]c1=O
  A: ? | B: 4%&9% | C: -2% | D: 13 | E: -1% | F: -1

1: O=C1c2ccc3c4c(ccc(c24)C(=O)N1Cc1cccnc1)C(=O)N(Cc1cccnc1)C3=O
  A: ? | B: . | C: . | D: -12 | E: -19% | F: -4

13: CCn1nc(C(=O)NCc2nnc3ccccn23)c2ccccc2c1=O
  A: ? | B: 13% | C: ? | D: . | E: . | F: .

3: Cc1nc2c(cnn2-c2ccccc2)c(=O)n1/N=C/c1ccccc1
  A: 13% | B: ? | C: 3% | D: -14 | E: 3% | F: -1

11: COCCCNC(=O)c1cccc(NC(=O)c2ccccc2)c1
  A: ? | B: ? | C: 7% | D: -15 | E: 1% | F: 1

2: N#C/C(=N\Nc1ccccc1[N+](=O)[O-])C(=N)N1CCCCC1
  A: 17% | B: 13% | C: 182%[activator] | D: 67* | E: -17% | F: 31*

14: O=C(O)CC1(CC(=O)NCc2ccncc2)CCCCC1
  A: ? | B: 7% | C: ? | D: -9 | E: 6% | F: -1

5: CCC1(CC)C(=O)C(C)(C)C(=O)OC1c1ccccn1 (stereo unspecified)
  A: -1%[5.75 µM] | B: -4% | C: 2% | D: -16 | E: 12% | F: -4

4: CC(Cc1cccs1)NC(=S)Nc1ccc(F)cc1 (stereo unspecified)
  A: 1% | B: -4% | C: -14% | D: 51* | E: 2% | F: 10*

10: CSC1=NCCN1C(=O)Cc1ccc(Cl)cc1
  A: ? | B: 17% | C: . | D: 2 | E: 6% | F: -3

# (cont.)
# Keys: A = Pf growth 96h; B = HCV inh; C = Pf growth 48h; D = Shiga inhibitor; E = Giardia FBPA inh; F = Cycloheximide cs
16: O=[N+]([O-])c1ccccc1OCCN1CCOCC1
  A: -6% | B: 19% | C: 49%[activator] | D: 11 | E: ? | F: 5

17: CCOc1ccc(C(=O)C[n+]2ccccc2C)cc1
  A: ? | B: 2% | C: ? | D: -5 | E: 0% | F: -2

18: Cc1cccc(C(=O)Nc2sc3c(c2C#N)CCCCC3)c1
  A: 13% | B: ? | C: 459%[activator] | D: 85* | E: -8% | F: 44*

19: Cc1cccc(N2CCN(S(=O)(=O)c3ccc4[nH]c(=O)ccc4c3)CC2)c1C
  A: ? | B: -18% | C: -3% | D: 14 | E: 16% | F: -2

20: COc1ccc(CNn2c(-c3ccccc3F)nc3ccccc3c2=O)cc1OC
  A: ? | B: ? | C: -11% | D: -9 | E: -5% | F: -6

21: COc1ccc(NS(=O)(=O)c2cc(NC(=O)c3ccco3)ccc2N2CCCC2)cc1
  A: ? | B: 10µM* | C: ? | D: 12 | E: -1% | F: 2

22: CC(C)CCn1c(SCC(=O)N2CC(=O)Nc3ccccc32)nc2scc(-c3cccs3)c2c1=O
  A: ? | B: ? | C: . | D: -9 | E: -6% | F: 9

23: COc1ccc(NC(=O)CN2CCCCC2)c([N+](=O)[O-])c1
  A: 112%[activator] | B: -11% | C: 67%[activator] | D: 56* | E: 8% | F: 30*

24: CC1CC(C)CN(c2oc(-c3ccccc3F)nc2C#N)C1 (stereo unspecified)
  A: -16% | B: ? | C: . | D: -7 | E: 7% | F: -1

25: CSc1ncc2ncn(C3OC(CO)C(O)C3O)c2n1 (stereo unspecified)
  A: 5% | B: 10% | C: 5% | D: 2 | E: 4% | F: -1

26: CC(C)(O)C(=O)NN(C(=O)c1ccccc1)c1cccc(Br)c1
  A: -4% | B: 12% | C: 4% | D: -27 | E: 8% | F: -1

27: COc1ccc(Oc2cccc(Cl)c2CNC(=O)CSCC(=O)O)cc1
  A: 24% | B: 23% | C: 17% | D: 10 | E: 11% | F: -2

28: CCC(CC)c1nnc(NC(=O)C2CC(=O)N(c3ccc4c(c3)OCCO4)C2)s1 (stereo unspecified)
  A: ? | B: ? | C: 8% | D: 18 | E: 1% | F: 20

29: Cc1[nH]c(C)c(S(=O)(=O)N2c3ccccc3CC2C)c1C(=O)N1CCCCC1 (stereo unspecified)
  A: 15µM* | B: 7% | C: -11% | D: -2 | E: . | F: -3

30: CC(C(=O)Nc1cccc(S(=O)(=O)N2CCOCC2)c1)N1CCN(c2ccc(F)cc2)CC1 (stereo unspecified)
  A: ? | B: ? | C: -16% | D: -17 | E: 5% | F: -4

31: CCN(CC)S(=O)(=O)c1ccc(S(=O)(=O)Nc2c(C)nn(C)c2C)cc1
  A: -19% | B: ? | C: 0% | D: . | E: . | F: .

32: O=C(c1cccn2c(=O)c3ccc(Cl)cc3nc12)N1CCC2(CC1)OCCO2
  A: 4% | B: 11% | C: ? | D: -17 | E: 9% | F: -2

33: CCNC(=S)N1CCN(c2nc(-c3ccc(F)cc3)cs2)CC1
  A: 8% | B: ? | C: -11% | D: 21 | E: 6% | F: 9.7*

34: O=C(NCc1cn2ccsc2n1)c1cccc(C(F)(F)F)c1
  A: 4% | B: 1% | C: . | D: -11 | E: 8% | F: -4

35: C=CCNc1oc(-c2cccs2)nc1C#N
  A: . | B: ? | C: 42%[activator] | D: 51* | E: -7% | F: 19*

36: CCOC(=O)c1noc(C)c1C(=O)Nc1nc(C)cc(C)n1
  A: 36%[activator] | B: 1% | C: -4% | D: -2 | E: 8% | F: -3

37: COc1ccc(O)c2c(=O)c3c(OC)cc4c(c3oc12)C1C=COC1O4 (stereo unspecified)
  A: . | B: . | C: . | D: -16 | E: 8% | F: -6

38: Cn1ncc(Br)c1C(=O)Nc1ccc(F)cc1F
  A: 7% | B: 11% | C: 13% | D: 6 | E: 7% | F: -2

# Rows are unselected; any-hit rate near 24%.
